# CYP2C9 inh: blockers of cytochrome P450 2C9 activity – biochemical, luminescence, ADME assay, primary screen. P11712. CYP2C9 Supersomes, luciferin-H conversion. inhibition, % at 5 µM. 96,000 tested, 20% active. AID 777, 2007;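 active = blocking of liver enzyme CYP2C9 beyond about 50% at 5 µM, limit read from the data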; note: values of inactives mirror those of a sister screen read the other way
# Target sequence (P11712 whole entry, looked up): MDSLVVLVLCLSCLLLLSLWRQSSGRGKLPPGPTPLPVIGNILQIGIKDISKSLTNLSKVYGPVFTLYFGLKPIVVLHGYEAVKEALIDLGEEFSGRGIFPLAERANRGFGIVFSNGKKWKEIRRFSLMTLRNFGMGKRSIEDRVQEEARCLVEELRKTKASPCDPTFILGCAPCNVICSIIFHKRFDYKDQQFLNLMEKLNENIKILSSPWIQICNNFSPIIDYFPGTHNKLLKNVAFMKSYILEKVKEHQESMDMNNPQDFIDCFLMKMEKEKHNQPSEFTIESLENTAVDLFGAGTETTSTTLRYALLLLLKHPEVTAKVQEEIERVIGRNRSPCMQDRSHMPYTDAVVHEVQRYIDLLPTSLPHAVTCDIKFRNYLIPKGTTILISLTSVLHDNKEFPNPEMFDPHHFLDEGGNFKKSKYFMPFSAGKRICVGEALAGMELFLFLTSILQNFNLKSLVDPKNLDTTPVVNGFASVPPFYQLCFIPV
# PTPN22 inh 2: PTPN22 phosphatase inhibitors, primary screen, biochemical, DiFMUP fluorescence, 2 µM; 96,000 tested, 0.21% active; AID 640, 2007; Tyrosine-protein phosphatase non-receptor type 22 (Homo sapiens), Q9Y2R2; recombinant LYP catalytic domain; inhibition, % at 2 µM;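 active = inhibition at 2 µM at or above a set limit, the screen mean plus 3 SD, cut at about 24% in these data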;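 note: 0% = DMSO with enzyme and 100% = enzyme fully blocked by orthovanadate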
# EphB4 antag: EphB4-ephrin-B2 interaction antagonists, primary screen, biochemical, TNYL-RAW peptide probe, fluorescence polarization; Ephrin type-B receptor 4 (Homo sapiens), P54760; 97,000 tested, 0.15% active; AID 720, 2007; inhibition, % at 7 µM; EphB4 LBD / TNYL-RAW-Alexa532 peptide;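 active = inhibition above the screen-wide mean inhibition plus 3 SD, cut at about 15% in these data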;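 note: 0% = DMSO wells and 100% = excess unlabeled TNYL-RAW peptide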
# PLK1 kinase inh: human PLK1 kinase inhibitors, primary screen, biochemical, TR-FRET; recombinant PLK1 kinase, TR-FRET peptide phosphorylation; 97,000 tested, 0.53% active; Serine/threonine-protein kinase PLK1 (Homo sapiens), P53350; inhibition, % at 10 µM;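 active = inhibition of 50% or more in the single-concentration screen; inactive = inhibition below 50%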;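 note: 0% = DMSO max control and 100% = H-89 dihydrochloride min control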
# Plk1 PBD FP: Plk1 polo box domain binding inhibitors, primary screen, biochemical, fluorescence polarization; 97,000 tested, 0.13% active; Plk1 PBD phosphopeptide binding; AID 693, 2007; inhibition, %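 (tested at about 20 µM)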; in the data active = inhibition above about 34%, passing the limit was not always enough
# CYP2C9 act: human CYP2C9 activators, primary screen, biochemical, luminescence; recombinant CYP2C9, luciferin-H conversion; stronger effect = higher value; factor 1 = untreated enzyme, 0 = blocked; activation factor at 5 µM; 96,000 tested, 1.4% active; AID 1024, 2008;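 active = activation factor of 2 or more for CYP2C9 at a 5 µM dose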;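 note: 0 = sulfaphenazole-blocked wells and 1 = vehicle-only wells; values of inactives mirror those of a sister screen read the other way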
# PTPN22 act: LYP phosphatase activators, primary screen, biochemical, DiFMUP fluorescence, 2 µM; Tyrosine-protein phosphatase non-receptor type 22 (Homo sapiens), Q9Y2R2; 96,000 tested, 0.11% active; AID 697, 2007; recombinant LYP; 0 = plate median, 100 = signal doubled; activation, % at 2 µM;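 active = activation at 2 µM above a set limit, the mean plus 5 SD, cut at about 37% in these data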
# Rev-RRE block: HIV-1 Rev-RRE binding inhibitors, primary screen, biochemical, FRET, protein-RNA interaction; P05866; Rev peptide-RRE RNA binding; inhibition, % at 8 µM; 97,000 tested, 0.79% active;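 active = inhibition above the screen-wide mean plus 3 SD, cut at about 35% in these data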;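 note: 0% = median DMSO wells and 100% = median Neomycin B control wells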
# Target sequence (P05866 whole entry, looked up): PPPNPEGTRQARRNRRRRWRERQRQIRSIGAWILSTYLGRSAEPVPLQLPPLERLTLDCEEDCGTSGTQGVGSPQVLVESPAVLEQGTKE
#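 Test system: Cy5-tagged RRE RNA duplex with fluorescein-tagged Rev peptide; Probe or stimulus: labelled Rev peptide; Schedule: 5 min preincubation and 15 min binding, 25 °C; Signal: FRET fluorescence readout; Evaluation: % inhibition from 671/540 nm acceptor-to-donor ratio, scaled between controls; Control set: DMSO and neomycin B.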
# Calb biofilm kill: clotrimazole potentiators killing Candida biofilms, primary screen, with clotrimazole, Alamar Blue. C. albicans biofilm + clotrimazole. inhibition, % at 6 µM. 85,000 tested, 0.14% active;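 active = inhibition above 20%; inactive = inhibition below 20%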;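 note: preformed 24 hr biofilms exposed to compound for 48 hr; 0% = biofilm without compound and 100% = blank killed by clotrimazole plus chlorhexidine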
# * marks the source's active call; other numbers are inactive results; . = no result given.
SMILES	PTPN22 inh 2	PLK1 kinase inh	Plk1 PBD FP	PTPN22 act	Rev-RRE block	CYP2C9 inh	Calb biofilm kill	EphB4 antag	CYP2C9 act
CN1CCN(C(=O)c2ccc(COc3ccc(Cl)cc3Cl)cc2)CC1	8	-10	-7	-9	11	-2	7	-2	1
O=C(Cn1nc(C(F)(F)F)c2c1CCC2)NC1CCCCC1	10	3	28	-11	3	-30	3	4	1.3
N#Cc1c(NC(=O)c2ccc(Cn3cc(Br)cn3)o2)sc2c1CCCCC2	5	-12	-4	-4	9	-25	4	4	1.2
COc1ccc(-n2c(C)nc(=O)c(-c3ccccc3)c2C)cc1	1	-3	-15	-2	6	.	1	7	.
COC(=O)/C(=C\Nc1ccccc1N)c1ncc(C(F)(F)F)cc1Cl	11	-11	-9	-11	8	8	-1	1	0.9
CSCCC(=O)Nc1ccc(C(C)=O)cc1	6	-7	21	-5	4	13	2	2	0.9
Cc1ccc(N2C(=O)CSC2c2ccccn2)cc1Cl (stereo not drawn)	-11	-4	10	13	0	-30	3	-7	1.3
NC(=O)C1CCCN(C(=O)NC2CCCCC2)C1 (stereo not drawn)	10	-7	-3	-11	7	13	4	4	0.9
Cc1sc2ncn(CC(=O)OCC(=O)NC(C)(C)C)c(=O)c2c1C	-3	-15	-1	2	7	36	7	-1	0.6
COc1ccc(CNc2nc3c(c(=O)n(Cc4ccc(Br)cc4)c(=O)n3C)n2C)cc1	-3	-5	22	2	3	63*	9	1	0.4
COc1ccc(-c2nnc(CSc3nc4ccccc4c(=O)n3CC(C)C)o2)cc1OC	-4	-1	-15	3	1	97*	5	-4	0
COc1ccc(OC)c(C(=O)c2nc3c(n2O)CCCCC3)c1	2	-17	18	-4	4	51*	8	0	0.5
CC(=O)NC(CCS(C)(=O)=O)C(=O)Nc1c(F)cccc1F (stereo not drawn)	-9	-8	20	6	3	-14	3	-5	1.1
CC(C)CCNC(=O)CCn1nc(-c2ccccc2)ccc1=O	-11	5	-10	8	-4	13	1	-3	0.9
O=C(NC1(C(F)(F)F)NC(=O)N(Cc2ccco2)C1=O)c1cccs1 (stereo not drawn)	-3	-9	-7	4	3	9	-1	4	0.9
O=C(O)C1CCCCC1C(=O)Nc1ccc2c(c1)CCC2 (stereo not drawn)	-14	-8	-21	13	-2	-20	8	-5	1.2
COc1cccc(-c2nc(CS(=O)CC(=O)NCc3ccccc3)c(C)o2)c1 (stereo not drawn)	.	72*	-5	.	7	58*	-3	3	0.4
CCOc1ccc(S(=O)(=O)NCC2CCCO2)c2cccnc12 (stereo not drawn)	10	-14	-15	-10	5	1	-3	-4	1
CCCOc1ccc(-c2cnc(N)s2)cc1	1	-5	-3	3	7	22	.	-9	0.8
COc1ccc(N2CCN(C(=O)CCn3nnc4ccccc43)CC2)cc1	-5	2	21	6	-3	4	8	-3	1
Nc1nnc(SCc2ccc(F)cc2Cl)s1	7	-4	9	-3	3	11	3	-1	0.9
Cc1cc2cc(CNC(=O)c3ccc(S(=O)(=O)N4CCCCC4)cc3)ccc2[nH]1	0	6	-3	-3	1	79*	9	-1	0.2
COC(=O)c1ccc(NC(=O)CSCc2ccccc2C)cc1	7	-3	-4	-9	10	92*	-6	4	0.1
COc1ccccc1C(=O)Nc1ccccc1N1CCOCC1	-9	-6	-3	12	-7	46	7	-2	0.5
CCN(CC(=O)NCCc1ccc(S(N)(=O)=O)cc1)Cc1nc2ccccc2c(=O)[nH]1	12	-9	13	-10	2	66*	.	-2	0.3
COc1ccc(C)cc1NS(=O)(=O)c1ccc(Br)s1	-4	-14	-1	1	10	30	0	11	0.7
Cc1cc2c(NCC(C)O)ncnc2s1 (stereo not drawn)	4	-7	12	-3	6	.	2	-2	.
Cc1ccc(-n2nc(C)c3c2OC(N)=C(C#N)C3c2ccc(F)cc2)cc1 (stereo not drawn)	-3	-5	4	2	5	6	5	4	0.9
C/C(Sc1nnc(Cc2ccccc2)o1)=C(/O)c1ccccc1	-5	-21	30	5	-1	68*	5	4	0.3
O=C1CSC(c2ccccc2F)N1CCN1CCCCC1 (stereo not drawn)	-3	-10	-5	2	5	-11	6	-9	1.1

# 3 entries already listed, ordered by the number in PTPN22 act, smallest number first.
molecule,PTPN22 inh 2,PLK1 kinase inh,Plk1 PBD FP,PTPN22 act,Rev-RRE block,CYP2C9 inh,EphB4 antag,CYP2C9 act
COC(=O)c1ccc(NC(=O)CSCc2ccccc2C)cc1,7,-3,-4,-9,10,92*,4,0.1
Cc1cc2c(NCC(C)O)ncnc2s1 (stereo not drawn),4,-7,12,-3,6,.,-2,.
Cc1ccc(N2C(=O)CSC2c2ccccn2)cc1Cl (stereo not drawn),-11,-4,10,13,0,-30,-7,1.3

# Following part
SMILES	PTPN22 inh 2	PLK1 kinase inh	Plk1 PBD FP	PTPN22 act	Rev-RRE block	CYP2C9 inh	Calb biofilm kill	EphB4 antag	CYP2C9 act
C=CCOC(=O)c1ccc(-n2cncn2)nc1	10	-6	-6	-6	6	31	5	-5	0.7
Cc1cccc(OCc2nc(C#N)c(N3CC(C)CC(C)C3)o2)c1 (stereo not drawn)	.	61*	9	.	13	78*	1	1	0.2
COC(=O)c1ccc(NC(=O)CSc2nc3cccnc3n2C)cc1	-6	-11	-6	4	4	.	6	-2	.
Cc1cc(OCC(=O)NCCCN2CCOCC2)cc(C)c1Cl	-5	2	37	2	-5	.	.	-10	.
COc1ccc(C(=O)CC(=O)O)c2c1C=CC(C)(C)O2	-1	2	-6	-1	12	-4	.	5	1
C=CCn1c(=O)/c(=C/c2ccc(O)cc2)s/c1=C(/C#N)c1nnc2n1CCCCC2	7	-13	-171	-10	73*	49	8	-5	0.5
Cc1ccc(N(C)S(=O)(=O)c2cccc(C(=O)NC3=NCCS3)c2)cc1	3	-8	22	-5	13	69*	.	1	0.3
Cc1ccc(NC(=O)c2ccc(CSc3nnnn3C)cc2)cc1	-1	-13	-18	3	1	21	.	0	0.8
COc1ccc(N2CCN(C(=O)CCCC3=NS(=O)(=O)c4ccccc4N3)CC2)cc1	-2	-3	-7	1	0	8	4	-2	0.9
Cc1ccnc(NS(=O)(=O)c2ccc(NS(=O)(=O)c3ccccc3)cc2)n1	-12	-9	-27	9	4	.	7	2	.
CCOC(=O)c1ccccc1-n1c(C)cc(C2N=C(N)Nc3nc4ccccc4n32)c1C (stereo not drawn)	-5	-11	-1	7	7	34	.	-4	0.7
CCOc1ccccc1NC(=O)c1ccc(F)c(S(=O)(=O)N2CCC3(CC2)OCCO3)c1	-3	0	28	0	9	58*	2	-10	0.4
CCOC(=O)C1CCN(c2nc3ccccc3nc2C(C#N)C(=O)OCCOC)CC1 (stereo not drawn)	4	-9	16	-3	13	50	5	-1	0.5
Cc1ccc(OCCCC(=O)Nc2nncs2)cc1	8	19	-6	-8	-2	74*	6	-5	0.3
CSc1nsc(SCC(=O)Nc2ccccn2)n1	-8	9	-26	6	-2	-2	11	3	1
Cn1c(Sc2nc3ccccc3n2C)nc2ccccc21	2	-5	2	-2	8	53*	16	8	0.5
COC(=O)c1cn(CCOc2ccc(C)cc2)c2ccccc12	4	-5	2	-4	23	70*	5	3	0.3
COc1ccc(C(=O)Oc2cccnc2)cc1OC	9	-2	1	-9	8	13	2	2	0.9
O=C(NC1(C(F)(F)F)NC(=O)N(Cc2ccccc2)C1=O)c1cccs1 (stereo not drawn)	2	-13	13	-5	0	.	9	2	.
Cc1cccc(NC(=O)CSc2nnc(CSc3nc(C)cc(C)n3)o2)c1	-12	-25	-14	11	11	44	7	2	0.6
Cc1cc(C)n(CC(=O)c2ccccc2)c(=O)c1C#N	-8	-3	6	6	5	18	7	-4	0.8
COC(=O)Cc1c(C)c2c(OCc3nn[nH]n3)cc(C)cc2oc1=O	2	-10	12	-2	7	17	0	-1	0.8
CCc1c(C)c2ccc(O)c(CN(C)C)c2oc1=O	-12	-21	-10	4	7	-25	6	-3	1.2
CCn1c(C)nc2cc(C(=O)NNS(=O)(=O)c3ccc(C)cc3C)ccc21	0	4	-9	2	5	-5	-4	3	1.1
CC(C)N(C1=N/C(=C\c2ccco2)C(=O)N1c1ccccc1)C(C)C	-2	-10	13	2	6	28	.	-9	0.7
Cc1cccc(CN(CC(=O)N/N=C/c2cccs2)S(=O)(=O)c2ccc(Cl)cc2)c1	18	-15	18	-15	6	70*	.	-1	0.3
CC1CCCN(C(C(=O)Nc2ccc(C(C)C)cc2)c2ccc3c(c2)OCO3)C1 (stereo not drawn)	-3	-10	-23	1	11	17	6	0	0.8
CCN(CC(=O)NC1CCS(=O)(=O)C1)c1nc(-c2cccnc2)nc2ccccc12 (stereo not drawn)	20	-17	-5	-20	4	4	7	-10	1
O=C(O)C1C2C=CC(C2)C1C(=O)N1CCN(CCO)CC1 (stereo not drawn)	-6	0	15	6	1	10	-3	5	0.9
Cc1nnc(NC(=O)C2C3C=CC(O3)C2C(=O)O)s1 (stereo not drawn)	-7	-7	-14	11	5	6	4	0	0.9
Cc1cccc(NC(=O)c2ccccc2O)c1C	-2	-12	-6	3	6	34	9	-3	0.7
CC(C)(C)c1nc(SCC(=O)Nc2nc3c(s2)CCCC3)c2ccccc2n1	20	-9	-30	-17	13	30	.	0	0.7
COC(=O)COc1ccc(=O)n(-c2ccccc2)n1	-12	-7	10	10	10	23	0	6	0.8
CCC(C)(c1ccc(C(=O)OC)s1)c1ccc(C(=O)OC)s1	7	-6	-4	-8	11	98*	-3	3	0
c1cncc(-c2nc3cc4ccccc4cc3[nH]2)c1	-3	-6	-32	7	5	32	.	-2	0.7
O=S(=O)(NCCSCc1ccc(Cl)c(Cl)c1)c1ccc2c(c1)OCCO2	3	-4	27	4	5	.	.	-5	.
CC(C)CCNC(=O)C1CCN(S(=O)(=O)c2ccc3c(c2)CCC(=O)N3)CC1	-15	-5	4	12	3	59*	3	-12	0.4
Cc1cc2c(c(=O)n1Cc1ccccn1)C(C(C)C)C(C#N)=C(N)O2 (stereo not drawn)	-4	2	10	1	-2	12	-4	-8	0.9
O=C(CC1C(=O)NCCN1C(=O)Nc1ccccc1)Nc1cccc(C(F)(F)F)c1 (stereo not drawn)	-14	-1	-1	13	27	34	6	-1	0.7
CN(C)CCNC=C(C(=O)Nc1ccc(Cl)cc1Cl)C(=O)Nc1ccc(Cl)cc1Cl	11	-3	-17	-8	0	43	.	0	0.6
CC1(C)Cc2c(C#N)c(OCC(=O)c3ccc(Cl)cc3)nc(-c3ccoc3)c2CO1	2	-2	-11	-4	14	38	-2	2	0.6
O=C(CSc1nnc(-c2ccco2)o1)NCC(=O)c1ccccc1	8	-3	-12	-7	2	12	2	-4	0.9
CCOc1cc(C(N)=O)cc(Br)c1OC	-5	-6	-1	5	7	.	7	9	.
COc1ccc(Cc2nn3c(Cn4nnc5ccccc54)nnc3s2)cc1	7	-8	-6	-3	6	79*	.	2	0.2
Cc1cc(C)cc(-n2ccnc2SCC(=O)Nc2ccc3c(c2)OCCO3)c1	-1	-11	25	3	6	42	4	2	0.6
Nn1c(SCC(=O)Nc2ccccc2F)nnc1-c1cccnc1	2	-11	-1	-2	27	1	2	-3	1
